SENP1 FRET inh: human SENP1 catalytic domain inhibitors, primary screen, biochemical, FRET, uHTS; recombinant SENP1 catalytic domain, CyPet-SUMO1-YPet FRET cleavage; inhibition, % at 10 µM; 0.21% of 360,000 active; AID 624204, 2012;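 active = inhibition at least 30% at 10 µM, raw YFP signal under a set limit, fluorescence ratio 0.5 to 1.5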;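 also: 0% = enzyme with DMSO and 100% = no enzyme wells; some results filed as inactive read as strong as hits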
Target sequence (Q9P0U3 419-644 limits assumed): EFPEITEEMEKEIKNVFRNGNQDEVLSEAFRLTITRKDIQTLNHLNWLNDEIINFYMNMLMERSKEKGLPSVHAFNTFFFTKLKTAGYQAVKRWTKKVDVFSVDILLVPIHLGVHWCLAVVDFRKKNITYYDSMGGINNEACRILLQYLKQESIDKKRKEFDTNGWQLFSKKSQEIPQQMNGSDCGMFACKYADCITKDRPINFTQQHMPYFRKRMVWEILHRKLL
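system = hSENP1 catalytic domain, recombinant | reagent = SFCypet-SUMO1-SFYpet substrate at 25 nM | doses = one dose per compound, 10 µM, 0.5% DMSO | incubation = enzyme reaction for 50 min at room temperature, dark | measured by = FRET, CFP and YFP emission | controls = no-enzyme low, enzyme-DMSO high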
SENP6 inh: SENP6 protease inhibitors, primary screen, biochemical, luminescence, uHTS | Recombinant SENP6 catalytic domain, aminoluciferin luminescence | inhibition, % at 10 µM | 1.8% of 330,000 active;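 active = inhibition above about 50% at the single tested dose, limit read from the data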;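 also: plate controls were DMSO wells with enzyme for no effect and DMSO wells lacking enzyme for full effect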
Target sequence (Q9GZR1 628-1112 limits assumed): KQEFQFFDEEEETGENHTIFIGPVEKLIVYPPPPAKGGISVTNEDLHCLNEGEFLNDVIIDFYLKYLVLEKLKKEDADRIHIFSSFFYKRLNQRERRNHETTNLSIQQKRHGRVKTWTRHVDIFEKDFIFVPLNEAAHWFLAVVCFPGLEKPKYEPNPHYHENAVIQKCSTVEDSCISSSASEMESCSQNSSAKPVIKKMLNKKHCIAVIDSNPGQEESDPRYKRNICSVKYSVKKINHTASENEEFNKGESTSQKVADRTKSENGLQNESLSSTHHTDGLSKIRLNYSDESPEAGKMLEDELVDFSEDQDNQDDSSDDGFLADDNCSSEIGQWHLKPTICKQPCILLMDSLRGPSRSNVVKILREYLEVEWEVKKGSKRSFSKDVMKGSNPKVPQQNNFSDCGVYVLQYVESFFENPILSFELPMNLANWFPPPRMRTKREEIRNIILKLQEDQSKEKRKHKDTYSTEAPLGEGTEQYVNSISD
SENP8 block-1: human SENP8 protease inhibitors, primary screen, biochemical, fluorescence, Nedd8 protein substrate, uHTS; recombinant SENP8; inhibition, % at 20 µM; 0.64% of 360,000 active; Sentrin-specific protease 8 (Homo sapiens), Q96LD8; AID 602440, 2012; in the data active = inhibition mostly above about 40%, no sharp cut-off; inactive = mostly below about 27%
SENP7 block: SENP7 protease inhibitors, primary screen, biochemical, luminescence, uHTS | Sentrin-specific protease 7 (Homo sapiens), Q9BQF6 | recombinant SENP7, Z-RLRGG-aminoluciferin luminescence, 40 min | inhibition, % at 5 µM | 1.5% of 330,000 active;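 active = inhibition above about 50% at the single test dose, limit read from the data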;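 also: plate controls were DMSO with enzyme for no effect and no enzyme buffer wells for full effect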
SENP8 block-2: SENP8 protease inhibitors, primary screen, biochemical, luminescence | AID 2540, 2010 | 1.2% of 330,000 active | inhibition, % at 10 µM | purified SENP8, Z-RLRGG-aminoluciferin cleavage; in the data active = inhibition above about 50%
PfG6PD inh: PfG6PD enzyme inhibitors, primary screen, biochemical, fluorescence intensity, uHTS. glucose-6-phosphate dehydrogenase-6-phosphogluconolactonase (Plasmodium falciparum 3D7). AID 504690, 2011. inhibition, % at 20 µM. 0.78% of 350,000 active. PfGluPho enzyme, NADPH resazurin-diaphorase fluorescence;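 active = inhibition reaching at least a set limit at 20 µM in the primary screen, cut at about 59% in these data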;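 also: 0% = DMSO wells with substrate and 100% = DMSO wells lacking glucose-6-phosphate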
HKDC1 inh: HKDC1 hexokinase inhibitors, primary screen, biochemical, fluorescence, uHTS | Q2TB90 | 0.16% of 340,000 active | recombinant HKDC1, G6PDH/diaphorase resazurin coupled fluorescence | inhibition, % at 20 µM;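 active = inhibition above about 35% when tested at 20 µM, limit read from the data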;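 also: plate controls were DMSO wells with enzyme for no effect and DMSO wells lacking enzyme for full effect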
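Test system: Recombinant HKDC1 (HK5) hexokinase enzyme, produced in-house | Input: HKDC1 at 5 µg/mL | Buffer or medium: Tris pH 8.0 buffer with MgCl2, Tween-20, BSA, BME | Schedule: 90 min reaction incubation at room temperature, dark | Technique: Resazurin-to-resorufin fluorescence via G6PDH and diaphorase coupling, 525/613 nm | Controls: DMSO wells with and without enzyme mix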
MIN6 prolif: inducers of MIN6 beta-cell proliferation, primary screen, ATP luminescence, uHTS | proliferation, % at 10 µM | MIN6 cells proliferation, ATPlite luminescence, 48 h; cells starved in 0.2% serum; 100% = growth in 10% serum | 0.29% of 330,000 active;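 active = compounds whose signal lies at least 3.5 SD above the mean of all wells on their plate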;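 also: 0% = DMSO-treated cells in low-serum medium and 100% = 10% serum control; some compounds called inactive have numbers as strong as hits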
UBC13 polyUb: UBC13 polyubiquitin chain formation inhibitors, primary screen, biochemical, TR-FRET, uHTS. Ubiquitin-conjugating enzyme E2 N (Homo sapiens), P61088. inhibition, % at 20 µM. 0.47% of 330,000 active. AID 485273, 2010; in the data active = inhibition above about 45%, passing the limit was not always enough
Target sequence (P61088 whole entry, looked up): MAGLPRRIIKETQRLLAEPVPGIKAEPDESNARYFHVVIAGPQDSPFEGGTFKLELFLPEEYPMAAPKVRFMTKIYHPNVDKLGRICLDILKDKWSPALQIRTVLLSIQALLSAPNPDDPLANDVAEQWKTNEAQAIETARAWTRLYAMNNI
* hit, by the source's call.

The opening twelve compounds, ahead of the listing:
(1) Cc1occc1C(=O)N/N=C/c1c(O)ccc2ccccc12
(2) O=[N+]([O-])c1cc(C(F)(F)F)cc([N+](=O)[O-])c1N1CCN(S(=O)(=O)c2ccccc2)CC1
(3) O=C1/C(=C\c2ccc([N+](=O)[O-])cc2)CCc2ccccc21
(4) CC(C)C(=O)NCCc1c[nH]c2ccccc12
(5) COCCNC(=O)Cn1cc(C(=S)N2CCCCC2)c2ccccc21
(6) COc1ccc(CNC(=O)CSc2nc3c(oc4ccccc43)c(=O)n2CC2CCCO2)cc1 (stereo not given)
(7) Cc1ccc(S(=O)(=O)n2c(C)nc3cc(C)ccc32)cc1

| compound no. | 1 | 2 | 3 | 4 | 5 | 6 | 7 |
| --- | --- | --- | --- | --- | --- | --- | --- |
| SENP1 FRET inh | -51 | 4 | 2 | 2 | -2 | 1 | 4 |
| SENP6 inh | 4 | -6 | 82* | -12 | 24 | 4 | -5 |
| SENP8 block-1 | -270 | 40* | 33 | 16 | 11 | 7 | 5 |
| SENP7 block | 40 | 0 | 87* | 6 | 11 | -3 | 3 |
| SENP8 block-2 | -2 | -4 | 91* | -3 | 4 | 6 | -1 |
| PfG6PD inh | -6 | 2 | 14 | -9 | -1 | 31 | -2 |
| HKDC1 inh | -8 | -3 | 4 | 9 | 0 | 5 | 1 |
| MIN6 prolif | -7 | -1 | -5 | -2 | -2 | 5 | -1 |
| UBC13 polyUb | -18 | 7 | 8 | 7 | -6 | 2 | -1 |

(8) COc1cc2c3c(c1)-c1c(sn(-c4cc(OC)ccc4OC)c1=S)C(C)(C)N3C(=O)C2=O
(9) C=C[C@@H]1c2cccc(C)c2N(S(=O)(=O)c2ccc(C)cc2)[C@H](c2ccccc2)C1(C#N)S(=O)(=O)c1ccccc1 (stereo not given in full)
(10) O=C(Nc1ccc(Cl)c(Cl)c1)OCCNC(=O)c1ccncc1
(11) COC(=O)c1ccccc1NC(=O)c1cccc(COc2ccccc2Cl)c1
(12) N#C/C(=C\c1ccc(N2CCOCC2)c([N+](=O)[O-])c1)c1nc2ccccc2[nH]1

| compound no. | 8 | 9 | 10 | 11 | 12 |
| --- | --- | --- | --- | --- | --- |
| SENP1 FRET inh | 4 | -9 | 1 | 1 | -54 |
| SENP6 inh | 4 | -5 | 6 | 0 | 0 |
| SENP8 block-1 | 27 | -73 | 17 | 10 | 6 |
| SENP7 block | 3 | 0 | 2 | -2 | -20 |
| SENP8 block-2 | 6 | 2 | 0 | -9 | -15 |
| PfG6PD inh | 18 | 2 | -3 | 2 | 25 |
| HKDC1 inh | 26 | -1 | 7 | 9 | -3 |
| MIN6 prolif | -6 | -5 | -4 | -2 | -1 |
| UBC13 polyUb | -17 | -8 | -9 | 2 | -62 |

The list itself, from the start:
(1) Cc1occc1C(=O)N/N=C/c1c(O)ccc2ccccc12
(2) O=[N+]([O-])c1cc(C(F)(F)F)cc([N+](=O)[O-])c1N1CCN(S(=O)(=O)c2ccccc2)CC1
(3) O=C1/C(=C\c2ccc([N+](=O)[O-])cc2)CCc2ccccc21
(4) CC(C)C(=O)NCCc1c[nH]c2ccccc12
(5) COCCNC(=O)Cn1cc(C(=S)N2CCCCC2)c2ccccc21

| compound no. | 1 | 2 | 3 | 4 | 5 |
| --- | --- | --- | --- | --- | --- |
| SENP1 FRET inh | -51 | 4 | 2 | 2 | -2 |
| SENP6 inh | 4 | -6 | 82* | -12 | 24 |
| SENP8 block-1 | -270 | 40* | 33 | 16 | 11 |
| SENP7 block | 40 | 0 | 87* | 6 | 11 |
| SENP8 block-2 | -2 | -4 | 91* | -3 | 4 |
| PfG6PD inh | -6 | 2 | 14 | -9 | -1 |
| HKDC1 inh | -8 | -3 | 4 | 9 | 0 |
| MIN6 prolif | -7 | -1 | -5 | -2 | -2 |
| UBC13 polyUb | -18 | 7 | 8 | 7 | -6 |

(6) COc1ccc(CNC(=O)CSc2nc3c(oc4ccccc43)c(=O)n2CC2CCCO2)cc1 (stereo not given)
(7) Cc1ccc(S(=O)(=O)n2c(C)nc3cc(C)ccc32)cc1
(8) COc1cc2c3c(c1)-c1c(sn(-c4cc(OC)ccc4OC)c1=S)C(C)(C)N3C(=O)C2=O
(9) C=C[C@@H]1c2cccc(C)c2N(S(=O)(=O)c2ccc(C)cc2)[C@H](c2ccccc2)C1(C#N)S(=O)(=O)c1ccccc1 (stereo not given in full)
(10) O=C(Nc1ccc(Cl)c(Cl)c1)OCCNC(=O)c1ccncc1

| compound no. | 6 | 7 | 8 | 9 | 10 |
| --- | --- | --- | --- | --- | --- |
| SENP1 FRET inh | 1 | 4 | 4 | -9 | 1 |
| SENP6 inh | 4 | -5 | 4 | -5 | 6 |
| SENP8 block-1 | 7 | 5 | 27 | -73 | 17 |
| SENP7 block | -3 | 3 | 3 | 0 | 2 |
| SENP8 block-2 | 6 | -1 | 6 | 2 | 0 |
| PfG6PD inh | 31 | -2 | 18 | 2 | -3 |
| HKDC1 inh | 5 | 1 | 26 | -1 | 7 |
| MIN6 prolif | 5 | -1 | -6 | -5 | -4 |
| UBC13 polyUb | 2 | -1 | -17 | -8 | -9 |

(11) COC(=O)c1ccccc1NC(=O)c1cccc(COc2ccccc2Cl)c1
(12) N#C/C(=C\c1ccc(N2CCOCC2)c([N+](=O)[O-])c1)c1nc2ccccc2[nH]1
(13) COc1cc(/C=C2\SC(N)=NC2=O)ccc1O
(14) Cc1cccn2c(=O)c3cc(C#N)c(=NC(=O)c4ccncc4)n(CCCOC(C)C)c3nc12
(15) Cc1nc2ccc(NS(=O)(=O)c3ccc4c(c3)OCCO4)cc2s1

| compound no. | 11 | 12 | 13 | 14 | 15 |
| --- | --- | --- | --- | --- | --- |
| SENP1 FRET inh | 1 | -54 | 40* | -87 | 1 |
| SENP6 inh | 0 | 0 | -10 | 22 | -1 |
| SENP8 block-1 | 10 | 6 | -50 | -165 | 29 |
| SENP7 block | -2 | -20 | -3 | -6 | -1 |
| SENP8 block-2 | -9 | -15 | 1 | -7 | 4 |
| PfG6PD inh | 2 | 25 | 5 | -11 | -15 |
| HKDC1 inh | 9 | -3 | 11 | 5 | -7 |
| MIN6 prolif | -2 | -1 | -1 | -2 | -7 |
| UBC13 polyUb | 2 | -62 | -13 | -3 | 6 |

(16) CCOc1ccc(CC(=O)OCc2cc(=O)n3cc(Br)ccc3n2)cc1
(17) CCOc1ccc(NC(=O)CN(C)C(=O)CSc2ccccc2)cc1OCC
(18) O=C(Nc1cccc(-c2ccc(N3CCCCC3)nn2)c1)c1ccco1
(19) CC(=O)Nc1ccc(C(=O)NCC(c2ccco2)N(C)C)cc1 (stereo not given)
(20) CC(=O)Nc1cc(C(=O)N2CCCC2)ccc1S(=O)(=O)c1ccc(C)cc1

| compound no. | 16 | 17 | 18 | 19 | 20 |
| --- | --- | --- | --- | --- | --- |
| SENP1 FRET inh | -1 | 0 | -1 | 0 | 1 |
| SENP6 inh | 8 | -2 | 76* | -1 | -19 |
| SENP8 block-1 | -105 | 15 | -11 | -10 | -23 |
| SENP7 block | 1 | -3 | 73* | 2 | 4 |
| SENP8 block-2 | 6 | 3 | 54* | -1 | -5 |
| PfG6PD inh | 13 | -16 | -9 | -3 | -4 |
| HKDC1 inh | -7 | 7 | 3 | -4 | -9 |
| MIN6 prolif | 0 | -2 | -7 | -1 | -1 |
| UBC13 polyUb | 1 | 2 | -6 | 6 | 0 |

(21) CCOC(=O)C1CCCN(Cc2ccc(OCc3ccccc3)c(OC)c2)C1 (stereo not given)
(22) C=C(C)Cn1c(N2CCCC2)nc2c1c(=O)[nH]c(=O)n2C
(23) O=C(COC(=O)c1ccccc1O)NCCCc1ccccc1
(24) CSc1nc(C)c(C(=O)C[n+]2ccccc2C)cc1C#N
(25) Cc1cccc(NC(=O)c2cc(-c3cc(C)c(C)cc3O)n[nH]2)c1

| compound no. | 21 | 22 | 23 | 24 | 25 |
| --- | --- | --- | --- | --- | --- |
| SENP1 FRET inh | 0 | 2 | 0 | 2 | 2 |
| SENP6 inh | -19 | -3 | -14 | 1 | 17 |
| SENP8 block-1 | 5 | 6 | 10 | 3 | 12 |
| SENP7 block | -13 | -6 | 0 | 0 | 45 |
| SENP8 block-2 | -10 | 3 | -2 | 2 | -8 |
| PfG6PD inh | 13 | 18 | -1 | 2 | -5 |
| HKDC1 inh | -7 | 1 | 6 | -6 | -4 |
| MIN6 prolif | -2 | -1 | -3 | -2 | 2 |
| UBC13 polyUb | -4 | -3 | -1 | 4 | 1 |

(26) CCOC(=O)c1sc(NC(=S)NC(=O)C23CC4CC(CC(C4)C2)C3)cc1C
(27) C=C(C)C1CC=C(C)/C(=N/NC(=O)c2ccc(NC(=O)CCC)cc2)C1 (stereo not given)
(28) O=C(c1ccccc1)N1CCN=C1SCc1ccc([N+](=O)[O-])cc1
(29) CCC(C)NC(=O)CCSc1ccc(C)cc1 (stereo not given)

| compound no. | 26 | 27 | 28 | 29 |
| --- | --- | --- | --- | --- |
| SENP1 FRET inh | -2 | -1 | 5 | 0 |
| SENP6 inh | -15 | -4 | -5 | -9 |
| SENP8 block-1 | 16 | -298 | 18 | 9 |
| SENP7 block | -4 | 3 | -4 | 10 |
| SENP8 block-2 | -2 | -1 | -5 | 1 |
| PfG6PD inh | -8 | -16 | 7 | -5 |
| HKDC1 inh | 3 | -2 | -2 | 7 |
| MIN6 prolif | 0 | -4 | 1 | 0.0* |
| UBC13 polyUb | -7 | 10 | 5 | 7 |

Assay outcomes deposited in PubChem BioAssay by Sanford-Burnham Center for Chemical Genomics.
